Source: PubChem
NadD inh: blocks S. aureus nicotinate mononucleotide adenylyltransferase; purified NadD enzyme, colorimetric absorbance read-out; inhibition, % at 20 µM; 360,000 compounds, 0.78% hits; AID 602399; in the data active = inhibition above about 26%; also: some compounds past the cut are filed as inactive
CSN deneddyl inh: inhibitors of human CSN-mediated cullin deneddylation; Q92905; Purified CSN, SCF-Nedd8-OG deneddylation, fluorescence polarization; inhibition, % at 12.5 µM; 360,000 compounds, 0.38% hits;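 active = pattern-corrected inhibition above about 35%, with an unprinted fluorescence ratio check between 0.5 and 1.5, limit read from the data, passing the limit was not always enough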;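 also: 0% = enzyme with substrate and 100% = substrate without enzyme; some results filed as inactive read as strong as hits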
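test system = HEK293T-derived human Csn5 enzyme | amount = 0.24 nM Csn5 enzyme, final concentration | medium = Tris/NaCl/DTT buffer, pH 7.5 | schedule = 90 min reaction at room temperature | signal = FP | evaluation = inhibition of Csn5 cleavage, % | compound dosing = single dose of 12.5 µM compound with 0.25% DMSO | probe or stimulus = 10 nM SCFSkp2-Nedd8OG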
MsrA inhibitor: inhibits bovine methionine sulfoxide reductase A; purified bovine MsrA, absorbance read-out; inhibition, % at 15.5 µM; 360,000 compounds, 0.75% hits; in the data active = inhibition above about 4.5%;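 also: 0% = vehicle wells with enzyme and 100% = reference inhibitor wells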
Scp1 inh: inhibitors of human Scp-1 phosphatase | Recombinant Scp1, phosphopeptide, malachite green phosphate absorbance | inhibition, % at 20 µM | 340,000 compounds, 0.88% hits | AID 493091;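 active = inhibition above about 50% at 20 µM, limit read from the data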;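 also: plate controls were DMSO wells with enzyme for no effect and wells lacking enzyme for full effect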
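Material: truncated SCP-1 phosphatase (76-261aa) / Buffer or medium: 50 mM Tris acetate pH 5.5, 0.005% Tween-20, 10 mM MgCl2 / Compound dosing: one concentration, 20 µM, with 1.0% DMSO / Incubation: 45 min room-temperature reaction, 5 min colour, 30 min stabiliser / Detection: colorimetric free-phosphate detection, absorbance 630 nm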
Rpn11 inh: Rpn11 (human) deubiquitinase inhibition. calls only at 20 µM. O00487. human 26S proteasome, Ub4-pepOG fluorescence polarization; 20S core pre-blocked with epoxomicin. 360,000 compounds, 0.59% hits. AID 588493;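 active = inhibition at 20 µM, scaled to each plate's controls, above about 33%, limit read from the data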
LMPTP block: blocks human LMPTP phosphatase; recombinant LMPTP-A, OMFP fluorogenic substrate, fluorescence intensity; inhibition, % at 20 µM; 360,000 compounds, 0.22% hits; AID 651560;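 active = compounds that cut the enzyme signal by at least half of the control window in the single-dose screen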;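 also: plate controls were DMSO wells with enzyme plus substrate for no effect and substrate without enzyme for full effect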
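Buffer or medium: Bis-Tris pH 6.0, DTT, detergent; Assay system: LMPTP-A enzyme; Quantity: 0.625 nM enzyme; Detection: endpoint fluorescence intensity; Times: 50 min dark incubation at room temperature; Controls: substrate-only low control, DMSO enzyme-plus-substrate high control; Doses: single 20 µM dose; Read-out: percent inhibition versus substrate-only and uninhibited controls; Reagent: 400 µM OMFP.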
TbMetRS inhib: Trypanosoma brucei MetRS inhibition. 360,000 compounds, 0.4% hits. purified T. brucei MetRS, ATP depletion, Kinase-Glo luminescence. inhibition, % at 11.9 µM;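 active = inhibition above a per-plate cutoff of the control wells' mean inhibition plus 3 SD, cut at about 5.5% in these data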;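 also: 0% = DMSO wells median and 100% = median of wells with control inhibitor compound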
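technique = Kinase-Glo luminescence, ATP depletion format | system = purified MetRS (methionyl-tRNA synthetase) enzyme from Trypanosoma brucei | timing = 15 min preincubation, 2 h reaction, all 25 °C | evaluation = percent inhibition versus plate control medians | dosing = single dose, 11.9 µM final nominal, 0.9% final DMSO | also added = substrates ATP, L-methionine and bulk Escherichia coli tRNA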
STEP block: blocks human striatal-enriched tyrosine phosphatase; P54829; AID 588621; inhibition, % at 20 µM; 360,000 compounds, 0.25% hits; recombinant STEP, OMFP fluorogenic substrate, fluorescence;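 active = inhibition at 20 µM, scaled per plate between control wells, above about 37%, limit read from the data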;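 also: 0% = DMSO with enzyme and substrate and 100% = substrate only without enzyme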
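Test system: STEP tyrosine phosphatase / Reagent: OMFP at 25 µM / Doses: 20 µM, 1% DMSO / Read-out: percent inhibition scaled to no-enzyme and uninhibited-enzyme controls, plate-pattern corrected / Detection: FITC-channel fluorescence of OMFP product / Medium: Bis-Tris buffer pH 6.0, 2.5 mM DTT, 0.005% Tween 20 / Schedule: 20 min at room temperature, dark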
DNMT1 block: DNMT1 (human) enzyme inhibition. P26358. DNMT1 molecular beacon, Hinp1I cleavage, fluorescence. inhibition (reported as % activation of signal), % at 10 µM. 360,000 compounds, 0.83% hits. AID 588458; in the data active = inhibition above about 50%
Target sequence (P26358 504-1616 limits assumed): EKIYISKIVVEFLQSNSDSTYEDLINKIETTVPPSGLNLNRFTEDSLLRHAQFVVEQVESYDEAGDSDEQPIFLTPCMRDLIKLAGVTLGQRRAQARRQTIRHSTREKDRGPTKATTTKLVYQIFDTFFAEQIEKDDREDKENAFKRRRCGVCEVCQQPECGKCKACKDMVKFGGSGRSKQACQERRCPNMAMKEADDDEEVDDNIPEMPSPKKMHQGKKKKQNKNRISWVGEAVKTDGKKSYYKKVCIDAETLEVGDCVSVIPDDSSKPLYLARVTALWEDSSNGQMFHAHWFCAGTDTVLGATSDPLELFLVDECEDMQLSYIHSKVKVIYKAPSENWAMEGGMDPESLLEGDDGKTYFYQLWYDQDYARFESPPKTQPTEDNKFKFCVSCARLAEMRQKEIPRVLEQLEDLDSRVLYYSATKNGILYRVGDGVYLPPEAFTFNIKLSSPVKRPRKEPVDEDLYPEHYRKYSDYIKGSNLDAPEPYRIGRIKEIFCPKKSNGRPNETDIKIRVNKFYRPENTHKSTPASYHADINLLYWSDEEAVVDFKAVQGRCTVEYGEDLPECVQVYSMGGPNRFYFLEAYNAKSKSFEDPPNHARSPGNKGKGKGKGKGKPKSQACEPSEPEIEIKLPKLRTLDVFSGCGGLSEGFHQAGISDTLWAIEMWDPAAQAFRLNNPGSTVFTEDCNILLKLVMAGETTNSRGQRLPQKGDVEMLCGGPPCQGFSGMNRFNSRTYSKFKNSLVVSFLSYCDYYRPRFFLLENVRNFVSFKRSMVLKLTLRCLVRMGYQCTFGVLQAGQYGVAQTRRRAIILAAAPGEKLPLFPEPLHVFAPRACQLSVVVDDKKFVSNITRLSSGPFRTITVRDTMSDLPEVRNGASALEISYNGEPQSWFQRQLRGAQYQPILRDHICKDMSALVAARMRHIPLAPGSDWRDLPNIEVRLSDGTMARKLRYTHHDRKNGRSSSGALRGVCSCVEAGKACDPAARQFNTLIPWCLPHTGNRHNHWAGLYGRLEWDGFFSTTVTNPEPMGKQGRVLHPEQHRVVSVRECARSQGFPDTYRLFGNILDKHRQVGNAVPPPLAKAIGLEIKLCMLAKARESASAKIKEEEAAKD
SUMO1 PPI mod: SUMO1-SIM interaction modulation; SUMO1 binding to a labelled peptide, TR-FRET, 1 h; inhibition, % at 20 µM; 360,000 compounds, 0.33% hits; in the data active = inhibition above about 37%
* hit, by the source's call; i = inactive; · = no result given; & = joins results of further samples. Hits appear at their usual frequency; about 3.9% have a hit in one of these screens.

The line under a structure holds: TbMetRS inhib, Scp1 inh, MsrA inhibitor, STEP block, LMPTP block, NadD inh, CSN deneddyl inh, Rpn11 inh, DNMT1 block, SUMO1 PPI mod
> CN(CCOc1ccc(Cl)cc1)CC(=O)Nc1ccc(OC(F)(F)F)cc1
  -1.4, 5.3, 0.4, -0.2, 3.1, -1.8, -1.8, i, -2.1, -2.4
> Cc1cccc(N=Nc2cn[nH]c2-c2ccco2)c1
  -1.0, 0.7, 1.1, -3.0, 0.2, -4.7, -2.2, i, 0.4, -1.4
> COc1ccc(CNC(=S)Nc2cccc(F)c2)cc1
  0.1, -10.2, 1.3, 1.9, -0.7, -5.0, -2.9, i, -1.2, 3.8
> O=S(=O)(Nc1ccc(Cl)c(C(F)(F)F)c1)c1cnc[nH]1
  0.4, -4.7, 1.7, 1.0, -1.1, -5.5, 2.6, i, -1.1, -1.1
> C=CCOC(=O)C1=C[C@H](c2cn(C(C)=O)c3ccccc23)C[C@H](OCc2ccc(CO)cc2)O1
  -0.2, -8.5, -0.9, -6.0, 0.3, -2.5, 0.9, i, -6.3, 0.3
> CCOC(=O)c1sc(Nc2nc3cc4c(cc3s2)OCO4)cc1C
  -0.5, -12.9, 1.7, -3.7, 4.6, -1.2, 1.3, i, -9.6, 2.2
> Cc1cc(C)c(S(=O)(=O)N/N=C/c2ccc3c(c2)OCO3)c(C)c1
  0.1, -6.1, -0.3, -0.6, 2.2, 0.0, 5.0, i, -2.0, -1.9
> C/C=C\C(=O)Nc1cccc(C2=NOC3(C2)C[C@@H](C(N)=O)N(C(=O)C2(C)CC2)C3)c1 (stereo partly drawn)
  -0.1, -0.5, 0.0, 0.3, -2.0, 3.5, -1.1, i, 4.7, 0.9
> CC(C)c1ccc(/C=N/Nc2ccc(C(=O)O)cc2)cc1
  -0.8, -6.6, 3.2, -1.1, 0.4, 3.1, -2.0, i, 10.6, -11.5
> CCCCCCCCN1C(=O)[C@H](CC(=O)N2CCN(C(=O)c3ccco3)CC2)C[C@@]2(C(=O)OC)CCCCC=C12
  -0.2, ·, -1.1, ·, 1.1, 2.7, -2.6, ·, ·, 6.9
> O=C(CCc1nc2ccccc2[nH]1)NC1CCCCC1
  0.5, -4.5, -0.5, -0.2, 0.4, -0.1, -1.9, i, -1.4, -1.7
> N#Cc1ccc(COC(=O)c2ccc3c(c2)OCO3)cc1
  -0.4, 7.0, -0.4, 7.6, 1.7, -3.5, -0.8, i, 2.1, -3.8
> COc1cc(NC(=O)COC(C)=O)cc(OC)c1OC
  -0.7, -2.1, -0.6, -2.4, 0.5, 0.0, -0.1, i, -3.0, 2.3
> Cc1csc2ncc(C(=O)NCc3ccccn3)c(=O)n12
  -0.4, -6.0, 3.8, 98.3*, -0.4, 0.3, 4.2, i, 3.6, 0.5
> CN1CCN(S(=O)(=O)c2ccc(NC(=S)NC(=O)c3ccccc3)cc2)CC1
  -1.4, -4.2, 0.7, 12.8, 1.4, 0.8, -1.8, i, -0.7, 13.1
> CN(Cc1ccccc1)C(=O)C1(C)CCN1C(=O)Cc1ccc(Cl)cc1Cl (stereo not drawn)
  -0.4, ·, 0.3, -2.5, 0.6, -0.8, 0.0, i, 0.3, -2.1
> C=CCn1c(=S)[nH]c2nc3c(cc2c1=O)COC(C)(C)C3
  -0.4, -8.7, -0.1, -0.7, -1.3, -11.9, -8.8, i, 7.2, 3.3
> Cc1ccc(NC(=O)CN2C(=O)S/C(=C\c3cccn3-c3cccc(C(=O)O)c3)C2=O)c(C)c1
  -1.4, 83.9*, ·, 70.7*, 48.0, 40.3*, 24.1, i, 85.5*, 9.2
> C[C@H](NC(=O)/C=C/[C@H]1O[C@@H](n2ccc(=O)[nH]c2=O)[C@H](O)[C@@H]1O)C(=O)O
  -0.2, ·, -0.9, -1.1, -1.9, -9.5, 4.8, i, -3.7, 1.8
> CCOc1cccc(C(=O)NC(=S)Nc2cccnc2)c1
  0.7, -5.7, -0.2, 1.3, -0.6, -4.0, 0.3, i, 0.8, -0.6
> O=C1C=CC2(C=C1)O[C@H](Cc1ccccc1)[C@@H](Cc1ccccc1)O2
  -0.2, -5.3, -0.1, 3.1, 0.6, -3.1, 13.1, i, -12.7, 3.2
> COc1ccc(Cc2nnc(SCC(=O)c3ccc4c(c3)OCO4)o2)cc1
  0.2, -9.5, -0.6, 3.3, 2.4, 0.4, 2.3, i, -1.2, -4.9
> CCOC(=O)CSc1nc(=O)n2ccccc2n1
  -2.9, -1.9, 2.2, 1.8, 0.2, 0.3, 1.9, i, 7.9, -0.7
> CCOC(=O)C1=C(C)NC(C)=C(C(=O)OCC)C1C(=O)OCC(=O)N1c2ccccc2CC1C (stereo not drawn)
  -0.2&-0.1, -9.5&-2.2, 0.4&1.2, 6.2&-2.8, -1.3&0.2, -2.3&6.0, -1.9&-0.2, i, -5.9&-2.0, 4.7&0.5
> C[C@H](NC(=O)c1ccco1)C(=O)Nc1nc(-c2ccccn2)cs1
  -0.3, -10.4, 0.4, 0.6, -2.0, 0.5, 9.1, i, 77.0*, 10.4
> CCOC(=O)C1=C(CS(=O)(=O)c2ccccc2)NC(=O)NC1c1cc(OC)c(O)c(OC)c1 (stereo not drawn)
  -0.2, -0.3, -0.5, -1.5, -1.0, -1.8, -7.1, i, -1.9, 0.7
> O=c1[nH]cnc2c1C(c1ccccc1[N+](=O)[O-])c1c(nc[nH]c1=O)O2
  -0.1, -1.8, 0.1, -0.9, 4.2, 2.4, 0.9, i, -2.7, 22.0
> C/C(=N\NC(N)=O)c1ccc(-n2ccnc2)cc1
  0.1, -4.7, 1.8, -1.9, -0.5, -6.0, -1.7, i, -2.3, -2.7
> CCOc1ccc(NC(=O)CN(C)C(=O)CC(NC(=O)c2ccccc2)c2ccccc2)cc1OCC (stereo not drawn)
  -0.1, -9.6, -1.5, 2.0, -1.1, -2.9, -2.4, i, 1.5, 10.7
> COc1ccccc1CNc1nc(Nc2ccc(C)cc2C)c2sccc2n1
  -0.2, ·, 0.2, -1.5, 14.0, 5.0, 0.9, i, -5.4, 4.7

Full records as entered above. Order of values: TbMetRS inhib | Scp1 inh | MsrA inhibitor | STEP block | LMPTP block | NadD inh | CSN deneddyl inh | Rpn11 inh | DNMT1 block | SUMO1 PPI mod
Listed for CCOC(=O)C1=C(CS(=O)(=O)c2ccccc2)NC(=O)NC1c1cc(OC)c(O)c(OC)c1 (stereo not drawn) = -0.2 | -0.3 | -0.5 | -1.5 | -1.0 | -1.8 | -7.1 | i | -1.9 | 0.7
Listed for CCOc1ccc(NC(=O)CN(C)C(=O)CC(NC(=O)c2ccccc2)c2ccccc2)cc1OCC (stereo not drawn) = -0.1 | -9.6 | -1.5 | 2.0 | -1.1 | -2.9 | -2.4 | i | 1.5 | 10.7

Another view of some results above:
TbMetRS inhib	Scp1 inh	MsrA inhibitor	STEP block	LMPTP block	NadD inh	CSN deneddyl inh	Rpn11 inh	DNMT1 block	SUMO1 PPI mod	SMILES
-2.9	-1.9	2.2	1.8	0.2	0.3	1.9	i	7.9	-0.7	CCOC(=O)CSc1nc(=O)n2ccccc2n1
-0.2&-0.1	-9.5&-2.2	0.4&1.2	6.2&-2.8	-1.3&0.2	-2.3&6.0	-1.9&-0.2	i	-5.9&-2.0	4.7&0.5	CCOC(=O)C1=C(C)NC(C)=C(C(=O)OCC)C1C(=O)OCC(=O)N1c2ccccc2CC1C (stereo not drawn)
-0.3	-10.4	0.4	0.6	-2.0	0.5	9.1	i	77.0*	10.4	C[C@H](NC(=O)c1ccco1)C(=O)Nc1nc(-c2ccccn2)cs1
-0.2	-0.3	-0.5	-1.5	-1.0	-1.8	-7.1	i	-1.9	0.7	CCOC(=O)C1=C(CS(=O)(=O)c2ccccc2)NC(=O)NC1c1cc(OC)c(O)c(OC)c1 (stereo not drawn)
-0.1	-1.8	0.1	-0.9	4.2	2.4	0.9	i	-2.7	22.0	O=c1[nH]cnc2c1C(c1ccccc1[N+](=O)[O-])c1c(nc[nH]c1=O)O2
0.1	-4.7	1.8	-1.9	-0.5	-6.0	-1.7	i	-2.3	-2.7	C/C(=N\NC(N)=O)c1ccc(-n2ccnc2)cc1
-0.1	-9.6	-1.5	2.0	-1.1	-2.9	-2.4	i	1.5	10.7	CCOc1ccc(NC(=O)CN(C)C(=O)CC(NC(=O)c2ccccc2)c2ccccc2)cc1OCC (stereo not drawn)
-0.2	·	0.2	-1.5	14.0	5.0	0.9	i	-5.4	4.7	COc1ccccc1CNc1nc(Nc2ccc(C)cc2C)c2sccc2n1

(more compounds)
The line under a structure holds: TbMetRS inhib, Scp1 inh, MsrA inhibitor, STEP block, LMPTP block, NadD inh, CSN deneddyl inh, Rpn11 inh, DNMT1 block, SUMO1 PPI mod
> CCOC(=O)CC(=O)c1sc2c(c1N)c(=O)[nH]c(=O)n2-c1ccc(OC)cc1
  3.6, -7.0, 0.2, 2.9, 0.8, 3.5, -0.8, i, 2.2, -4.2
> Cc1[nH]c(C)c(S(=O)(=O)NCCc2ccccc2)c1C(=O)N1CCCCC1
  0.0, -3.8, 0.5, -0.1, -1.3, -1.0, -0.8, i, -1.2, 4.0
> O=C1CC(c2ccncc2)c2cc3c(cc2N1)OCO3 (stereo not drawn)
  -0.7, -4.6, -0.4, 4.3, -0.6, 1.4, -4.7, i, 1.0, -1.5
> COc1ccccc1OCC(=O)N(Cc1nc(-c2ccccc2)no1)C(C)C
  -1.0, -5.3, -0.1, 0.6, 0.7, -7.1, 2.9, i, 2.6, 16.4
> Cc1cccc(NC(=S)N(CCCN2CCOCC2)C(C)c2cc3ccccc3o2)c1 (stereo not drawn)
  -0.3, -2.7, -1.3, 6.7, -1.9, -4.8, 4.6, i, 0.0, 1.2
> O=C(NC1CCCC1)c1cc2c(=O)n3ccccc3nc2s1
  -0.2, -4.8, 2.5, -0.7, 0.0, -7.2, 2.6, i, 6.3, -26.0
